# Assay outcomes: PubChem BioAssay, Southern Research Specialized Biocontainment Screening Center
# Large T inhibition: TAg ATPase/helicase activity blockers – biochemical (AID 1903); SV40 large T antigen ATPase/helicase inhibition assay; higher % means a stronger effect; inhibition, % at 20 µM; hits with a dose series show IC50 in µM; hit rate 0.39% among 310,000; in the data active means a potency from the dose series; further: strong numbers were not always called active
# RSV CPE inhibition: RSV antiviral activity via CPE protection, HEp-2 cells, primary 10 µM value included (AID 2391) | HEp-2 cells, RSV-induced CPE inhibition; higher % means a stronger effect | hit rate 0.13% among 310,000 | CPE inhibition, % at 10 µM, or IC50 in µM where a hit was titrated; in the data active means a potency from the dose series; further: strong numbers were not always called active
# PhoP inhibition: PhoP-dependent GFP reporter repression – Salmonella Typhimurium, primary screen (AID 1863); inhibition, % at 50 µM, or IC50 in µM where a hit was titrated; hit rate 0.16% among 300,000; S. Typhimurium PhoP-regulated promoter GFP reporter, 4 h; higher % means a stronger effect;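 active means inhibition over 29.93%, a cutoff 3 SD above the screen mean, later confirmed by dose response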;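 further: 0% = low Mg2+ inducing control and 100% = high Mg2+ repressing control; strong numbers were not always called active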
# * = called active by the depositor. The list is partial (hit frequency here may not be typical).
no.	structure	PhoP inhibition	RSV CPE inhibition	Large T inhibition
1	CSc1ccc(CN(C)C(=O)c2ccc(S(=O)(=O)Nc3ccccc3)cc2)cc1	-3%	6.7%	10%
2	CC(Oc1ccc(Br)cc1)C(=O)Nc1ccc(N2CCOCC2)cc1N1CCOCC1 (centres undefined)	7%	-1.4%	18%
3	CC(C)(Oc1ccc(Cl)cc1)C(=O)OCC(=O)N1CCN(c2ccccc2)CC1	-4%	0.3%	9%
4	CNC(=O)c1c(NC(=O)C2=COCCO2)sc(C)c1C	-3%	3.1%	7%
5	COc1ccccc1CNC(=O)CSc1nc2c(oc3ccccc32)c(=O)n1CC1CCCO1 (centres undefined)	8%	2.0%	15%
6	CCCN(C(=O)COC(=O)CC1CCCCC1)c1c(N)n(Cc2ccccc2)c(=O)[nH]c1=O	-6%	-1.1%	4%
7	Cc1ccccc1NS(=O)(=O)c1ccc(C(=O)N2CCCC2)cc1	7%	1.9%	6%
8	CCn1nc(C(=O)Nc2ccccc2N2CCCC2)c2ccccc2c1=O	-4%	45%	13%
9	COc1ccc(S(=O)(=O)N2CCC3(CC2)OCCN3S(=O)(=O)c2c(C)cc(C)cc2C)cc1	5%	1.1%	4%
10	Cc1cc(-n2c(C)cc(C(=O)CSc3nncn3C(C)C)c2C)no1	1%	2.7%	13%
11	CCOc1ccc(NC(=O)CN(C)C(=O)CN2C(=O)NC3(CCCC3)C2=O)cc1OCC	-2%	-0.9%	10%
12	Cc1cc(Cl)ccc1OCC(=O)NNC(=O)C1CSC2(C)CCC(=O)N12 (centres undefined)	-3%	-1.2%	6%
13	CCC(Oc1ccccc1)C(=O)Nc1cc(Cl)ccc1-n1cncn1 (centres undefined)	-3%	3.2%	18%
14	CCCCn1c(N)c(N(CCOC)C(=O)c2ccc(-c3cccc(C(F)(F)F)c3)o2)c(=O)[nH]c1=O	-4%	-2.0%	7%
15	CN1CCN(c2ccc(S(=O)(=O)N3CCCCC3)cc2NC(=O)Cc2c(F)cccc2Cl)CC1	4%	-0.3%	11%
16	COc1ccc2sc(N(CCCN(C)C)C(=O)c3ccc(S(=O)(=O)N(C)C4CCCCC4)cc3)nc2c1	0%	-1.0%	20%
17	Cc1nn(-c2ccccc2)c(C)c1NC(=O)COC(=O)c1cc(Cl)ccc1O	-1%	0.4%	8%
18	Cc1csc(=O)n1CC(=O)OCC(=O)NCc1ccc(Cl)cc1Cl	-3%	-1.4%	32%
19	COc1ccc(C(=O)Nc2nc(CC(=O)NCCc3ccccc3)cs2)cc1	7%	3.7%	-2%
20	O=C(COC(=O)c1ccccc1[N+](=O)[O-])Nc1cccnc1Cl	-6%	-0.3%	16%
21	Cc1cccc(C(=O)NCC(=O)OC(C)C(=O)Nc2ccc(Cl)cn2)c1 (centres undefined)	8%	0.2%	9%
22	O=C(COC(=O)/C=C/c1ccc(OC(F)F)cc1)NC1CCCCC1	0%	-1.1%	15%
23	CCOC(=O)C1=C(COC(=O)c2cccs2)NC(=O)NC1C (centres undefined)	-5%	1.4%	17%
24	COc1ccc(C)cc1S(=O)(=O)Nc1ccc(-n2c(C)nc3ccccc3c2=O)cc1	0%	0.6%	21%
25	Cc1ccc(NC(=O)CSc2nc(=O)n(CCCN3CCOCC3)c3c2CCCC3)cc1F	10%	-1.1%	3%
26	COc1ccccc1CNC(=O)C(=O)NCCC1CCCCN1S(=O)(=O)c1cccs1 (centres undefined)	-3%	8.7%	2%
27	O=C(Nc1nc2ccc(F)cc2s1)c1ccc(N2CCCC2=O)cc1	-3%	-1.0%	4%
28	O=C(CN1CCN(S(=O)(=O)c2ccc(Cl)cc2)CC1)NCc1cccs1	-3%	-1.7%	22%
29	Cc1ccc(C(=O)NCC(=O)OCC(=O)N2CC(C)OC(C)C2)cc1 (centres undefined)	0%	2.5%	-2%
30	CCOc1ccc(NC(=O)COc2coc(CN3CCc4ccccc4C3)cc2=O)cc1	4%	7.2%	4%
31	CC1CC1C(=O)OCC(=O)Nc1ncc(Cl)cc1Cl (centres undefined)	3%	0.8%	30%
32	COC(=O)CCCNC(=O)c1ccc(S(=O)(=O)NCc2ccco2)cc1	3%	-2.2%	14%
33	COc1ccc(Cl)c2sc(NC(=O)C3=COCCO3)nc12	-6%	-1.6%	23%
34	COc1cc([N+](=O)[O-])ccc1NC(=O)COC(=O)CCS(=O)(=O)c1ccc(C)cc1	-2%	-1.6%	6%
35	Cc1cccc(NC(=O)c2ccc(C(=O)c3ccccc3)cc2)n1	-4%	9.5%	15%
36	CC(Oc1ccc(F)cc1)C(=O)Nc1cc(C(F)(F)F)ccc1-n1cncn1 (centres undefined)	5%	2.5%	2%
37	CCOc1ccc(OC(=O)c2cccc(S(=O)(=O)N3CCN(C)CC3)c2)cc1	-4%	-2.2%	60%
38	CCCCn1c(N)c(N(CCOC)C(=O)c2ccc(-c3ccc(C(C)=O)cc3)o2)c(=O)[nH]c1=O	8%	-0.7%	25%
39	COc1ccc2nc(NC(=O)CSCC(=O)Nc3cc(C)on3)sc2c1	-4%	0.0%	12%
40	Cc1ccc(NC(=O)CCc2nc3ccccc3c(=O)[nH]2)cc1S(=O)(=O)N1CCOCC1	10%	-0.8%	28%
41	CC(C(=O)O)c1ccc(C(=O)c2ccccc2)s1 (centres undefined)	-3%	-1.7%	16%
42	COc1ccccc1NS(=O)(=O)c1cc2c3c(c1)CCN3C(=O)CC2	-1%	-1.7%	14%
43	CCOC(=O)c1c(C)[nH]c(C(=O)OCC(=O)c2ccc(OC)cc2OC)c1C	3%	2.6%	-2%
44	CC(C)[C@H](NC(=O)c1ccccc1)C(=O)OCC(=O)c1ccc(S(=O)(=O)N2CCCCC2)cc1	3%	0.0%	13%
45	COc1ccccc1CCNC(=O)CSc1nc(=O)[nH]c2c1CCC2	-9%	-0.7%	11%
46	COc1cc(-c2nnc(COC(=O)CSCC(=O)Nc3cc(C)on3)o2)cc(OC)c1OC	-4%	-0.7%	13%
47	O=C(c1cccc(S(=O)(=O)N2CCOCC2)c1)N1CCCC(C(F)(F)F)C1 (centres undefined)	-3%	0.0%	8%
48	COc1cccc(NC(=O)CN(C)C(=O)c2ccc(OCc3ccccc3)c(OC)c2)c1	-4%	-1.1%	12%
49	CC(=O)NCCC(=O)Nc1cc(S(=O)(=O)N2CCOCC2)ccc1Oc1ccc(F)cc1	-4%	-0.1%	28%
50	CCOc1ccccc1OCC(=O)OCc1csc(CC(=O)Nc2ccccc2C)n1	-6%	1.5%	10%
51	O=C(NCCC1CCCCN1S(=O)(=O)c1ccc(Cl)cc1)C(=O)NCc1ccco1 (centres undefined)	7%	2.6%	17%
52	CCSc1ccc([C@@H]2[C@H]3C(=O)N(CC)C(=O)[C@H]3[C@]3(C(=O)OC)CCCCN23)cc1	-2%	4.6%	5%
53	CC1CCCC(NC(=O)c2cccc(S(=O)(=O)N3CCN(c4ccccc4)CC3)c2)C1C (centres undefined)	-1%	8.1%	5%
54	CCCCCn1nc(C(=O)N(CCOC)c2c(N)n(CCCC)c(=O)[nH]c2=O)c2ccccc2c1=O	-3%	-0.9%	19%
55	CCCCn1c(N)c(N(CC)C(=O)c2cc(CC)c(C)s2)c(=O)[nH]c1=O	0%	-1.0%	13%
56	CC1=C(C/C=C(\C)CCCC(C)CCCC(C)CCCC(C)C)C(=O)c2ccccc2C1=O (centres undefined)	-9%	-0.9%	9%
57	CC1(C(=O)OCC(=O)NNC(=O)COc2ccc(Cl)cc2)CC1(Cl)Cl (centres undefined)	-3%	0.1%	9%
58	CCc1ccc(NC(=O)C(C)OC(=O)c2ccc(-n3cnnn3)cc2)cc1 (centres undefined)	7%	1.3%	2%
59	CC1CC(C)CN(CCCNC(=O)c2c(O)nc3ccccn3c2=O)C1 (centres undefined)	0%	-1.3%	11%
60	CCCCn1c(N)c(N(CC(C)C)C(=O)c2ccc(Br)o2)c(=O)[nH]c1=O	-3%	-0.3%	11%

# Part of the list above in another layout.
[13] CCC(Oc1ccccc1)C(=O)Nc1cc(Cl)ccc1-n1cncn1 (centres undefined)
- PhoP inhibition: -3%
- RSV CPE inhibition: 3.2%
- Large T inhibition: 18%
[14] CCCCn1c(N)c(N(CCOC)C(=O)c2ccc(-c3cccc(C(F)(F)F)c3)o2)c(=O)[nH]c1=O
- PhoP inhibition: -4%
- RSV CPE inhibition: -2.0%
- Large T inhibition: 7%
[15] CN1CCN(c2ccc(S(=O)(=O)N3CCCCC3)cc2NC(=O)Cc2c(F)cccc2Cl)CC1
- PhoP inhibition: 4%
- RSV CPE inhibition: -0.3%
- Large T inhibition: 11%

# More results:
no.	structure	PhoP inhibition	RSV CPE inhibition	Large T inhibition
61	Cc1cccc(C(=O)NCC(=O)OCC(=O)NCCNC(=O)COC(=O)CNC(=O)c2cccc(C)c2)c1	3%	0.3%	11%
62	CCOc1ccc(OCC(=O)N(CCC2=CCCCC2)c2c(N)n(Cc3ccccc3)c(=O)[nH]c2=O)cc1	4%	1.9%	0%
63	O=C(/C=C/c1ccccc1)NCCS(=O)(=O)N1CCN(c2ccccc2)CC1	-6%	-1.2%	13%
64	CN(CCOc1ccc(Cl)cc1)C(=O)c1ccc2c(=O)n3c(nc2c1)CCC3	3%	0.5%	21%
65	CCOC(=O)C1CCCN(C(=O)c2cc(S(=O)(=O)N3CCCCC3)ccc2Cl)C1 (centres undefined)	-5%	4.8%	13%
66	O=S(=O)(c1cccnc1)N1CCn2cccc2C1c1ccccc1F (centres undefined)	1%	1.3%	11%
67	c1ccc(C[C@H]2CNCCN2CC2CCCCC2)cc1	-4%	-1.8%	20%
68	COc1ccccc1OCCNC(=O)Cc1ccc(S(=O)(=O)N2CCOCC2)s1	2%	0.6%	6%
69	Cc1cc(NC(=O)CSCC(=O)OCC(=O)Nc2cc(C)c(C)cc2[N+](=O)[O-])no1	-1%	0.0%	15%
70	CC(=O)c1sc(NC(=O)CS(=O)(=O)c2ccccc2)nc1C	2%	-1.3%	21%
71	CCc1ccc(C(=O)NNC(=O)CN2C(=O)NC(CC)(c3ccccc3)C2=O)cc1 (centres undefined)	-3%	-1.3%	31%
72	CC(C)(CNC(=O)c1ccc(NS(=O)(=O)c2ccc(Br)cc2)cc1)N1CCOCC1	-7%	0.6%	13%
73	COc1ccccc1C(C)NCC(=O)NC(=O)NCc1ccco1 (centres undefined)	8%	0.4%	10%
74	CN(Cc1ccc(F)cc1)C(=O)CNC(=O)c1ccc2c(c1)OCO2	1%	-0.8%	11%
75	Cc1csc2nc(O)c(C(=O)NCCCN3CCCC3=O)c(=O)n12	-6%	0.5%	13%
76	COc1ccc(/C=C(\C#N)C(=O)OCC(=O)NCc2ccccc2OC)cc1	-2%	2.3%	12%
77	COc1ccc(-c2csc3ncnc(N4CCN(C(=O)c5ccco5)CC4)c23)cc1	-5%	3.5%	23%
78	CCN(CC(=O)Nc1ccccc1OC)C(=O)c1ccc(N(C)S(=O)(=O)c2ccc(C)cc2)cc1	-6%	1.8%	8%
79	COc1c(O[C@@H]2O[C@H](CO)[C@@H](O)[C@H](O)[C@H]2O)cc2c(c1OC)-c1ccc(SC)c(=O)cc1C(NC(C)=O)CC2 (some centres undefined)	-9%	-0.1%	20%
80	O=C(Nc1ccccn1)c1ccc(S(=O)(=O)N2CCCCC2)cc1	4%	-0.2%	4%
81	CC(=O)N=C1C=CC(=CN(O)C(C)(C)Cc2ccccc2)C=C1	-3%	1.6%	10%
82	CC12CCC(=O)N1C(C(=O)NNC(=O)COc1ccc(Br)cc1)CS2 (centres undefined)	-2%	-0.6%	11%
83	CCOc1ccc(S(=O)(=O)N2CCN(C(=O)CN3C(=O)NC4(CCCC4)C3=O)CC2)cc1	-9%	-1.0%	4%
84	Cc1ccc(S(=O)(=O)N2[C@@H](c3ccccc3F)C(C(=O)O)=CC[C@H]2c2ccc(C(C)C)cc2)cc1	-12%	8.5%	30%
85	Cn1cc(S(=O)(=O)NC2CCCCC2)c(=O)n(C)c1=O	-6%	0.8%	17%
86	CS(=O)(=O)c1ccc(NC(=O)C2CC(=O)N(c3ccc4c(c3)OCCO4)C2)cc1 (centres undefined)	0%	-1.9%	19%
87	CCC(C)[C@H]1CNCCN1CCCc1cc(OC)c(OC)c(OC)c1 (some centres undefined)	1%	-2.4%	25%
88	Cc1ccc(S(=O)(=O)N(C)c2ccc(C(=O)NCc3ccccc3F)cc2)cc1	2%	5.3%	21%
89	COc1ccccc1CNC(=O)COC(=O)/C=C/c1ccc(OC(F)F)c(OC)c1	-7%	-2.3%	9%
90	COc1ccc(-c2nn(-c3ccccc3)cc2C(=O)N(C)CC(=O)Nc2ccc(N3CCOCC3)cc2)cc1	-7%	-1.1%	4%
91	CN=c1nc(-c2ccccc2)n(-c2ccccc2)s1	-7%	1.1%	29µM*
92	CCCCn1c(N)c(N(CC(C)C)C(=O)c2ccc(N3C(=O)CCC3=O)cc2)c(=O)[nH]c1=O	-1%	-1.9%	11%
93	COC(=O)c1c(NC(=O)Cc2ccc(OC)c(S(=O)(=O)N3CCOCC3)c2)sc(C)c1C	-3%	3.6%	11%

# Ordered by heavy-atom count (low to high): part of the list above
no.	structure	PhoP inhibition	RSV CPE inhibition	Large T inhibition
91	CN=c1nc(-c2ccccc2)n(-c2ccccc2)s1	-7%	1.1%	29µM*
82	CC12CCC(=O)N1C(C(=O)NNC(=O)COc1ccc(Br)cc1)CS2 (centres undefined)	-2%	-0.6%	11%
89	COc1ccccc1CNC(=O)COC(=O)/C=C/c1ccc(OC(F)F)c(OC)c1	-7%	-2.3%	9%
93	COC(=O)c1c(NC(=O)Cc2ccc(OC)c(S(=O)(=O)N3CCOCC3)c2)sc(C)c1C	-3%	3.6%	11%
84	Cc1ccc(S(=O)(=O)N2[C@@H](c3ccccc3F)C(C(=O)O)=CC[C@H]2c2ccc(C(C)C)cc2)cc1	-12%	8.5%	30%
